# MazEF act = MazEF (E. coli) toxin RNase activation | P0AE70 | activation, % at 20 µM | 350,000 tested, 0.32% active | FAM/BHQ RNA-DNA oligo cleavage fluorescence, 5 h; in the data active = activation above about 50%
# Target sequence (P0AE70 whole entry, looked up): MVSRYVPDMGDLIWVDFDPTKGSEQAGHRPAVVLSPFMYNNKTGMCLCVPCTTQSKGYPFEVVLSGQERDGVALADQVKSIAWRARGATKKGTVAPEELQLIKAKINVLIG
# Rv3671c protease = inhibitors of M. tuberculosis serine protease Rv3671c; P9WHR9; inhibition, % at 5.96 µM; 320,000 tested, 0.048% active; AID 2606; in the data active = inhibition above about 38%;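 note: extracellular domain of Rv3671c used as enzyme; 0% = enzyme with DMSO and 100% = no enzyme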
# Target sequence (P9WHR9 whole entry, looked up, the tested form may be a part): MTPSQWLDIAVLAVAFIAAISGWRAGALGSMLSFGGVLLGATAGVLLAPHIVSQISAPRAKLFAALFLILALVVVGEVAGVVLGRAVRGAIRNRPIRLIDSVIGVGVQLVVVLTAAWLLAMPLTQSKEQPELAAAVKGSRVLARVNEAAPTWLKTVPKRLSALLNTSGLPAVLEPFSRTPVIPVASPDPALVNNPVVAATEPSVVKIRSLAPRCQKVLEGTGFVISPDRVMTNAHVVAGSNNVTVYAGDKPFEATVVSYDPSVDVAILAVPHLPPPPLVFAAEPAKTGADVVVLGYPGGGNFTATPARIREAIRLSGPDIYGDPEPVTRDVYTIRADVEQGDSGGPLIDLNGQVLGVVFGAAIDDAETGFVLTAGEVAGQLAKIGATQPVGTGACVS
# BH1578 lux ind = quorum light induction in luxS cqsA deficient V. cholerae. V. cholerae BH1578 lux reporter, luminescence, 6 h. AID 588436. 350,000 tested, 0.16% active. activation, % at 18.7 µM; in the data active = activation mostly above about 9.7%, no sharp cut-off; inconclusive = no clear call, values can overlap the other calls; inactive = mostly below about 3.7%; note: not every result past the cut was called active; inactives centre near 0; reference of the scale not given here
# Anthrax LF prot = inhibitors of Bacillus anthracis lethal factor protease | multiplex microsphere protease cleavage assay, LF | inhibition, % at 10 µM | 360,000 tested, 0.12% active | P15917; in the data active = inhibition above about 30%; inconclusive = no clear call, values can overlap the other calls; note: plate controls were buffer without enzyme for full effect and enzyme alone for no effect
# SSB-PriA inh = blocks PriA binding to SSB C-terminal tail; AlphaScreen SSBct-PriA binding, biotinylated peptide; inhibition, % at 33 µM; 430,000 tested, 0.6% active; AID 1272365; in the data active = inhibition mostly above about 37%, no sharp cut-off; inactive = mostly below about 20%;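 note: plate controls were negative control peptide for no effect and reference peptide for full effect; strong numbers were not always called active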
# PfHsp40 rescue = rescue of PfHsp40-mediated yeast toxicity | S. cerevisiae expressing PfHsp40, growth rescue, ATP luminescence | growth rescue, % at 12.5 µM | AID 504582 | 340,000 tested, 0.68% active; in the data active = growth rescue above about 28%, passing the limit was not always enough; inconclusive = no clear call, values can overlap the other calls;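 note: yeast W303a lacking pdr1 and pdr3 grown in galactose medium; growth measured after three days at 30 °C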
# SARS 3CLpro inh = SARS-CoV 3CLpro protease inhibition; P0C6X7; inhibition, % at 6 µM; recombinant SARS-CoV 3CLpro, quenched FRET peptide cleavage; 290,000 tested, 0.14% active; in the data active = inhibition above about 12%
# Yp Topo-I inh = blocks Yersinia pestis topoisomerase I activity; Y. pestis Topo-I cleavage product accumulation, plate reader; activity, % at 10 µM; 360,000 tested, 0.064% active; AID 504884; in the data active = activity above about 50%, passing the limit was not always enough; inconclusive = no clear call, values can overlap the other calls; note: inactives centre near 2
# DUSP3 inh = blocks human VHR1 dual specificity phosphatase; 290,000 tested, 0.52% active; recombinant VHR phosphatase, pNPP absorbance; P51452; inhibition, % at 13.3 µM; in the data active = inhibition above about 50%; note: some compounds called inactive have numbers as strong as hits
# Target sequence (P51452 whole entry, looked up): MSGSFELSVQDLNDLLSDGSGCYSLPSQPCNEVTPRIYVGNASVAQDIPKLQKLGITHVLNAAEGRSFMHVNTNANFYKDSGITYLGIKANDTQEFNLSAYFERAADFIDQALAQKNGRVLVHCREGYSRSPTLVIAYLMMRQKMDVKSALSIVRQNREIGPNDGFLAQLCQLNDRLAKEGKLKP
# TcdB inh = inhibitors of Clostridioides difficile toxin B glycohydrolase; inhibition, % at 9.99 µM; 350,000 tested, 0.24% active; TcdB glycohydrolase enzymatic assay, plate reader; AID 652162; P18177; in the data active = inhibition above about 10%
# * = called active by the depositor; i = inactive; ? = inconclusive; nt = not tested or not shown. An excerpt. The share of hits here may be higher or lower than overall.
# Each structure is followed by: MazEF act, Rv3671c protease, BH1578 lux ind, Anthrax LF prot, SSB-PriA inh, PfHsp40 rescue, SARS 3CLpro inh, Yp Topo-I inh, DUSP3 inh, TcdB inh
CCOC(=O)C1CCN(C(=O)CN2C(=O)NC(C)(c3ccc4cc(OC)ccc4c3)C2=O)CC1 (stereo not given)
  -3.9, 8.7, i, -1.7, -3.0, 0.1, nt, 10.2, nt, -0.2
CS(=O)(=O)Nc1ccc(C(=O)Nc2ccc3c(c2)OCO3)cc1
  3.0, -10.8, 0.0, -2.0, -7.8, -0.4, 3.9, 5.8, 14.4, 0.4
COc1ccc(C(=O)c2cc3cccc(OC)c3o2)cc1
  1.8, -7.8, i, -2.5, -23.8, -0.4, 1.1, 34.0, -2.7, 0.4
COc1ccc(C(=O)NCCc2c[nH]c3ccccc23)cc1OC
  4.8, -6.9, -0.5, 2.5, 4.6, 0.6, 2.1, -4.8, 4.9, -0.1
O=C(/C=C/Nc1ccccc1Br)c1ccccn1
  -1.1, 11.2, i, 0.5, -0.4, 1.8, 0.8, 3.6, 10.7, nt
O=C(COC(=O)c1ccc2[nH]c3c(c2c1)CCCC3)NC1CCS(=O)(=O)C1 (stereo not given)
  2.0, -3.6, -0.4, -0.8, -1.8, 1.4, -0.4, 6.6, 26.2, 0.3
Nc1cccc2c1C(=O)N(Cc1nnc(-c3ccccc3Br)o1)C2=O
  -33.0, -8.2, -0.3, -4.3, -18.2, -1.4, -2.8, 5.6, 20.6, -0.2
CCOCCCNC(=S)N1CCN(C(=O)C(=O)Nc2ccc(C(=O)OC)cc2)CC1
  2.7, -0.1, -0.2, -2.4, -11.3, -1.2, 1.8, 5.4, 7.4, 2.9
COc1ccccc1N1CC(C(=O)Nc2cc(C(F)(F)F)ccc2N2CCCC2)CC1=O (stereo not given)
  7.1, -4.4, -0.9, -5.0, -0.4, 1.8, nt, 32.6, nt, 4.3
Nc1nnc(CSCc2ccc(Cl)cc2Cl)s1
  2.0, 1.6, 4.0, -0.5, -4.2, 1.1, 1.8, 3.1, -8.5, 1.6
CN(C)CCCNc1ncnc2scc(-c3ccccc3)c12
  1.2, 7.4, i, 2.5, -7.0, -1.3, 1.1, -3.1, 10.6, -0.9
CCCc1cc(=O)oc2cc(C)cc(OCC(=O)NC(Cc3ccc(Cl)cc3)C(=O)O)c12 (stereo not given)
  2.1, -1.9, -0.5, -0.8, -0.5, 1.0, -1.4, 5.5, 24.7, -2.4
Cc1cc(C)nc(-n2nc(C)cc2NC(=O)CN2CCC(C)CC2)n1
  7.4, -1.6, 3.7, -1.0, -4.4, -1.5, -10.0, 9.1, -10.5, nt
O=C(NNC(=O)c1ccccc1F)c1ccc2nc[nH]c2c1
  -1.0, -2.0, 12.5, -3.3, -0.8, 0.2, -0.5, -1.4, 17.9, -1.2
CCOC(=O)c1ccc(N2C(=O)C=C(N3CCOCC3)C2=O)cc1
  -4.5, -8.6, -1.2, 5.8, -9.3, 0.3, 7.4, -2.2, -12.8, 1.6
Clc1cccc(C2Nc3cccc4cccc(c34)N2)c1Cl
  16.5, -0.1, -0.1, -10.9, 0.5, -0.9, 5.4, -20.8, 26.0, -1.2
O=C1NCCCCC1NS(=O)(=O)c1cccc(C(F)(F)F)c1 (stereo not given)
  -1.1, 1.9, 0.9, 3.6, -14.0, 8.4, -3.4, 0.0, -15.2, 0.2
N#Cc1nc(-c2ccccc2F)oc1NCCN1CCOCC1
  -0.4, 5.4, -0.2, -4.7, 1.5, -0.4, -1.6, 1.4, 29.2, 2.0
CC(=O)Nc1cccc(N(C(=O)C2COc3ccccc3O2)C(C(=O)NC2CCCCC2)c2cn(C)nc2C)c1 (stereo not given)
  7.6, -1.8, -0.2, -1.4, -17.1, 0.2, 1.1, -2.6, 19.8, 0.0
Cc1cc(C)n(-c2nnc3n2N=C(c2ccccc2)CS3)n1
  6.7, 2.0, -0.3, -7.5, 13.0, 0.0, -5.9, 4.9, -30.5, nt
Cc1ccccc1C(=O)Nc1c(C(=O)N(CCN(C)C)Cc2ccco2)oc2ccccc12
  13.4, 5.3, i, -1.7, 18.4, -1.1, -4.8, 8.5, 3.9, 0.1
O=c1cc(-c2ccco2)nc(-c2cccs2)o1
  -5.3, 3.3, -0.5, 0.2, -2.9, 0.9, -0.8, 1.2, 21.9, nt
O=C(COC(=O)c1ccc2ncsc2c1)NCc1ccccc1Cl
  7.4, -4.8, i, -2.1, 1.2, 1.9, nt, 14.3, nt, 2.9
O=C(CCNC(=O)C1CCN(S(=O)(=O)c2ccccc2)CC1)Nc1cccc(C(F)(F)F)c1
  2.1, -2.8, -0.4, -1.7, -17.3, 1.7, 1.3, 5.9, 1.8, 0.6
CCOc1ccccc1NC(=O)CSc1ccc2nnc(-c3cccnc3)n2n1
  -2.6, -1.7, i, 0.8, 2.0, -1.1, -7.3, 8.9, 6.0, 1.7
COC(=O)c1ccccc1NC(=O)Oc1ccc(C(C)C)cc1
  7.5, 0.1, -0.1, -3.4, -10.7, 1.1, -0.4, 13.1, 26.9, 1.2
COC(=O)c1ccc(C)c(NS(=O)(=O)c2ccc(NC(C)=O)cc2)c1
  2.0, -3.4, i, -3.1, 0.8, -0.2, 1.4, 1.7, 22.6, 1.1
O=C(O)c1ccccc1C(=O)OCC1CCC(=NO)CC1 (stereo not given)
  3.8, nt, 1.1, -14.2, nt, nt, nt, 0.3, nt, 2.6
Cc1csc(=O)n1CCC(=O)OCC(=O)Nc1ccc(C(N)=O)cc1
  -3.6, 0.8, -0.6, nt, -10.8, 0.8, nt, -1.2, nt, 0.4
COc1ccc(NC(=S)N2CCCC2c2ccc(OC)c(OC)c2)cc1 (stereo not given)
  10.0, 7.0, -0.2, -1.0, -4.0, -1.3, -1.6, 5.6, 2.3, -0.4

# The list continues:
# Each structure is followed by: MazEF act, Rv3671c protease, BH1578 lux ind, Anthrax LF prot, SSB-PriA inh, PfHsp40 rescue, SARS 3CLpro inh, Yp Topo-I inh, DUSP3 inh, TcdB inh
Cc1nc(-c2ccc(C(=O)O)cc2)cs1
  6.9, 3.0, -0.5, 8.8, -18.1, -0.6, -5.2, 1.1, 9.9, nt
CCOc1cccc(CN2CCN(CCc3ccccc3)C(CCO)C2)c1O (stereo not given)
  0.3, 5.7, -1.4, 2.2, 1.7, -0.1, 6.5, 13.7, 7.8, 1.6
CCCCNC(=S)N(CCCO)Cc1cc2cc3c(cc2[nH]c1=O)OCCO3
  1.4, -7.4, -0.3, 8.5, -12.7, -0.7, -1.6, -2.7, 51.3*, 1.4
COc1ccc(C(=O)NCCS(=O)(=O)NCc2ccc(C)cc2)cc1
  -2.8, 9.7, i, nt, -6.7, -0.2, nt, 3.8, nt, 2.4
CN(C)CCCN(C(=O)c1ccc(S(=O)(=O)N2CCc3ccccc3C2)cc1)c1nc2c(F)cc(F)cc2s1
  -34.5, -2.2, -26.8, 0.2, 15.3, -0.2, nt, 42.0, nt, nt
Cn1c(CC(=O)Nc2ccccc2)nnc1SCC(=O)c1ccccc1
  13.0, 3.0, i, -2.1, -11.9, 0.3, 1.8, -4.4, 1.8, nt
COc1ccc(C(=O)Cc2ccccc2C(=O)O)cc1
  3.4, nt, -1.2, -4.6, -5.4, -1.2, nt, 0.3, nt, 0.1
CCOCCCNC(=O)C(NC(=O)c1ccc(=O)[nH]c1)c1ccccc1 (stereo not given)
  -1.8, -0.9, i, -2.0, -18.9, -1.2, 5.7, 3.0, 29.1, nt
COc1ccccc1CNCC(=O)Nc1ccccc1-n1cccc1
  -6.4, -4.0, i, -1.7, 23.6, -0.8, -4.1, 6.0, -6.6, 2.3
O=S1(=O)CC(O)C(NCCO)C1 (stereo not given)
  2.0, 5.3, -0.3, -0.7, -10.5, 1.3, -0.2, 2.0, 18.8, 0.1
CCC(=O)Nc1c2c(nn1-c1ccc(F)cc1)CS(=O)(=O)C2
  2.2, 4.2, i, -2.3, -7.3, -1.2, -1.9, -2.8, -20.3, 0.5
O=C(Cn1cc2c(n1)CCCCC2)N1CCc2ccccc21
  5.8, -13.5, i, -6.2, -3.2, -1.2, -1.2, 16.4, 36.3, -1.2
Cc1nnc(N2CCC(C(=O)N3CCCCCC3)CC2)c2nn(-c3ccc(Cl)cc3)c(C)c12
  -1.8, -2.0, -6.7, -1.4, -10.9, -0.4, 0.7, 32.2, 30.9, 2.5
COC(=O)c1ccc(NC(=O)Nc2ccccc2C)cc1
  2.7, -8.4, -0.5, 8.4, -8.4, -2.5, 0.9, -2.4, 3.3, -0.2
COC(=O)C1=C(C)N=C2SC(C)C(=O)N2C1/C=C/c1ccccc1OC (stereo not given)
  -1.4, -25.3, 2.8, 1.1, 13.3, 0.6, 1.8, -6.2, 25.9, nt
COc1ccc(C(=O)COC(=O)Cn2c(C)csc2=O)c(OC)c1
  -2.3, -6.6, i, -2.0, -26.0, 0.9, nt, 14.4, nt, 1.1
CSc1cccc(NC(=O)CN(Cc2ccc(Cl)cc2)S(C)(=O)=O)c1
  -12.6, -3.1, -0.3, -2.0, 5.0, 0.4, -1.4, -7.9, 35.0, nt
CC(=O)COc1ccc2cc(-c3ccccc3)c(=O)oc2c1
  9.0, 7.2, -0.2, -3.6, -4.4, 0.4, 1.8, -6.3, 4.9, 1.1
COc1ccc(CN2C(=O)c3cccnc3C2=O)cc1S(=O)(=O)N1CC(C)CC(C)C1 (stereo not given)
  5.8, -1.7, -0.2, 4.5, 1.7, -0.1, -4.8, 3.7, -12.9, -0.8
Cc1ccc(-n2c3nc(=O)[nH]c(=O)c-3cc3cc([N+](=O)[O-])ccc32)cc1C
  -4.1, 9.4, -0.2, -0.6, 6.7, 0.5, 1.1, -6.2, 12.1, -0.2
Cc1ccc([C@H]2C[C@H](n3cc(C4CC4)nn3)[C@@H](O)CN2C(=O)c2cccs2)cc1
  10.2, nt, -0.5, -0.9, nt, nt, nt, 6.5, nt, 1.5
CCOC(=O)C1(C)CCN1C(=O)c1cccc(Cl)c1 (stereo not given)
  nt, nt, i, 11.5, nt, nt, nt, 1.9, nt, 0.5
c1cc(C2N3CCCN2CC3)ccn1 (stereo not given)
  -0.1, 7.6, i, 0.9, -3.3, 1.3, 1.1, -0.9, 3.3, 0.5
O=C1c2ccccc2C(=O)c2c1ccc1c(=O)n(C3CCCCC3)[nH]c21
  -0.2, 5.5, -0.4, 4.8, -1.6, -1.6, 1.5, 0.8, 13.6, -0.2
CN1CCc2nc(N)c(C#N)c(-c3ccccc3)c2C1
  -28.1, -15.8, -1.9, 1.5, -1.1, -1.4, -3.9, 1.0, 16.3, 1.1
O=S1(=O)CCOC[C@H](CC2CCCCC2)N1Cc1cccc(C(F)(F)F)c1
  3.5, 3.0, i, -5.8, -16.5, ?, 5.0, 1.9, 20.5, 1.8
Cc1c(C(=O)NCc2ccc(F)cc2)sc(=O)n1Cc1ccc(C(=O)c2ccccc2)cc1
  nt, nt, -1.0, -0.2, nt, nt, nt, 40.3, nt, 1.9
O=C(c1ccc(S(=O)(=O)N2CCCCCC2)cc1)N1CCC(CN2C(=O)c3cccc4cccc(c34)C2=O)CC1
  -20.4, 0.0, -0.3, -1.3, -4.9, 43.6*, 5.0, 4.6, 7.6, nt
Cc1ccc(S(=O)(=O)N2C3C=CC(C3)C2C(=O)O)cc1 (stereo not given)
  12.3, 1.7, -0.1, -6.6, -0.9, -0.5, -5.6, -0.7, 4.6, -11.3
CCOc1cccc(/C=C/C(=O)O)c1
  4.4, -9.5, -2.3, -2.1, -5.8, -1.3, 4.9, 11.4, 19.9, 1.9
CCN1CCN(Cc2nc3c(c(=O)n(C)c(=O)n3C)n2Cc2cccc3ccccc23)CC1
  -4.2, 1.8, 1.1, -0.4, -1.8, -1.4, -6.0, 1.5, 23.5, 0.3

# Only Anthrax LF prot, DUSP3 inh and Rv3671c protease, for 2 of the compounds above:
SMILES	Anthrax LF prot	DUSP3 inh	Rv3671c protease
Cc1ccc([C@H]2C[C@H](n3cc(C4CC4)nn3)[C@@H](O)CN2C(=O)c2cccs2)cc1	-0.9	nt	nt
CCOC(=O)C1(C)CCN1C(=O)c1cccc(Cl)c1 (stereo not given)	11.5	nt	nt

# Screening data from PubChem.
